# From PubChem
# CCHFV vOTU inh: CCHFV vOTU protease inhibition; Pep-AMC fluorescence; inhibition, % at 11.5 µM; hit rate 0.55% among 370,000; note: 0% = vehicle wells with enzyme and 100% = no enzyme wells
# BoNT F protease: BoNT F light chain protease inhibition; Multiplex microsphere protease cleavage assay, flow cytometry; inhibition, % at 10 µM; hit rate 0.22% among 360,000; in the data active = inhibition above about 35%, passing the limit was not always enough; inconclusive = no clear call, values can overlap the other calls; note: plate controls were buffer without enzyme for full effect and enzyme alone for no effect
# BioA inh: inhibitors of Mycobacterium tuberculosis BioA enzyme | hit rate 0.096% among 360,000 | purified M. tuberculosis BioA enzyme, plate reader | AID 602481 | inhibition, % at 9.99 µM; in the data active = inhibition above about 40%; inconclusive = no clear call, values can overlap the other calls
# UGM FP inh: inhibitors of M. tuberculosis UDP-galactopyranose mutase. hit rate 0.06% among 320,000. inhibition, % at 10 µM. P9WIQ1. purified UGM, fluorescence polarization probe displacement. AID 504406; in the data active = inhibition above about 10%, passing the limit was not always enough; inconclusive = no clear call, values can overlap the other calls
# Target sequence (P9WIQ1 whole entry, looked up): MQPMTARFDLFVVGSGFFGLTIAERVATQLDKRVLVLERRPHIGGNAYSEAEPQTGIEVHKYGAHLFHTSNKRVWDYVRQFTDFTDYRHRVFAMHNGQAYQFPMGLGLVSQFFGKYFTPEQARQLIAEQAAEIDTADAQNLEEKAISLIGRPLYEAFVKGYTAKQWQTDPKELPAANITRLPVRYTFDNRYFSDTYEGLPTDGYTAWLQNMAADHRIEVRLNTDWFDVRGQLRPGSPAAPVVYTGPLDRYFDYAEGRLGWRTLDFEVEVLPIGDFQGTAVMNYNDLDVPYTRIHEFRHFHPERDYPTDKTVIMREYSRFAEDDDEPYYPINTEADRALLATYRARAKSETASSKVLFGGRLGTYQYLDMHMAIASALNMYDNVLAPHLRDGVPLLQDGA
# MazEF act: MazEF (E. coli) toxin RNase activation; P0AE70; FAM/BHQ RNA-DNA oligo cleavage fluorescence, 5 h; activation, % at 20 µM; hit rate 0.32% among 350,000; in the data active = activation above about 50%
# Target sequence (P0AE70 whole entry, looked up): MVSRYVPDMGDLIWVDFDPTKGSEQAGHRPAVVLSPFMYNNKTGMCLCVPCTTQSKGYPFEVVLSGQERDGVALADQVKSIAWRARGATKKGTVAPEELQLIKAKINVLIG
# FadD28 FP inh: M. tuberculosis FadD28 bisubstrate binding inhibition; AID 588549; inhibition, % at 12.5 µM; FadD28 bisubstrate probe binding, fluorescence polarization; hit rate 0.22% among 360,000; in the data active = inhibition above about 8.5%, passing the limit was not always enough; inconclusive = no clear call, values can overlap the other calls
# VHR inh abs: inhibitors of human VHR1 phosphatase (DUSP3) | hit rate 0.52% among 290,000 | AID 1654 | recombinant VHR phosphatase, pNPP absorbance | inhibition, % at 13.3 µM | P51452; in the data active = inhibition above about 50%; note: some compounds called inactive have numbers as strong as hits
# Target sequence (P51452 whole entry, looked up): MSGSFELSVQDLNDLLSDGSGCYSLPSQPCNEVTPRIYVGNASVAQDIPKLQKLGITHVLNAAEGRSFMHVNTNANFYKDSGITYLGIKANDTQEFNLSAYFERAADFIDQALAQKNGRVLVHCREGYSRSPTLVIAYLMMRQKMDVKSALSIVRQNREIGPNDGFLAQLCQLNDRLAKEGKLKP
# Mtb FBA inh: Mtb fructose-bisphosphate aldolase inhibition | purified M. tuberculosis FBA, fluorescence read-out | inhibition, % at 1 µM | hit rate 2.3% among 360,000 | AID 588726; in the data active = inhibition above about 27%;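 note: 0% = vehicle and 100% = reference inhibitor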
# Target sequence (P9WQA3 whole entry, looked up): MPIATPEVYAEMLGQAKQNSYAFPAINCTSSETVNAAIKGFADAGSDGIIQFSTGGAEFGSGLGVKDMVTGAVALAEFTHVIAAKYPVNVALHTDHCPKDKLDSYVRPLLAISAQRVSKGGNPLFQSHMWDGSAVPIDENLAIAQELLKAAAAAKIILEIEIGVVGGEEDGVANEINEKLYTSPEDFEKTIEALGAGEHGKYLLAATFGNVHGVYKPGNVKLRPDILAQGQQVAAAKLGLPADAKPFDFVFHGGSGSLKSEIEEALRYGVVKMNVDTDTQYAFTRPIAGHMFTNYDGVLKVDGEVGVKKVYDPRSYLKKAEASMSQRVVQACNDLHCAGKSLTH
# Rv3671c protease: inhibitors of M. tuberculosis serine protease Rv3671c; hit rate 0.048% among 320,000; inhibition, % at 5.96 µM; in the data active = inhibition above about 38%;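 note: extracellular domain of Rv3671c used as enzyme; 0% = enzyme with DMSO and 100% = no enzyme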
# GDH-TPI inh: GDH-TPI coupled enzyme inhibition counter-screen | GDH-TPI coupled enzyme counterscreen, NADH absorbance | inhibition, % at 4.8 µM | hit rate 1.2% among 360,000 | AID 588335;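 note: 0% = DMSO wells and 100% = wells lacking the enzyme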
# * = called active by the depositor; ? = inconclusive; / = not tested or not shown; & = joins results of further samples. Cut-off read from the data, not from the text of the source, unless noted: active = inhibition above about 30%; inactive = the rest.
# Values run as follows: CCHFV vOTU inh	BoNT F protease	BioA inh	UGM FP inh	MazEF act	FadD28 FP inh	VHR inh abs	Mtb FBA inh	Rv3671c protease	GDH-TPI inh
- C=CCNC(=O)c1cccc(OC2CCN(CC(C)(C)C)CC2)c1
 : 8.9	?	2.3	1.1	6.1	-0.6	13.9	3.6	-1.0	-3.0
- C=CCc1cccc(/C=C/c2cc(=O)c3ccccc3[nH]2)c1O
 : -4.6	-2.4	/	-2.1	-0.7	0.0	-2.2	1.8	-10.2	17.1
- O=C1NCCN1C(=O)c1ccccc1F
 : -6.0	-0.4	-0.6	0.7	4.6	-1.7	33.8	-1.6	-1.7	0.5
- O=C(COC(=O)CCS(=O)(=O)c1ccccc1)Nc1ccccc1
 : 2.0	1.9	1.0	-1.0	5.5	0.0	/	1.5	3.4	7.3
- C[C@H]1CN([C@@H](C)CO)C(=O)Cc2cc(NC(=O)Nc3ccccc3)ccc2O[C@H]1CN(C)Cc1ccccc1
 : 8.4	-9.0	29.9&0.8	/	-2.8	-3.1	/	0.2	/	10.9
- CCN(CC(=O)Nc1ccc(C(C)=O)cc1)CC(=O)Nc1cccc(OC)c1
 : -2.2	-2.5	/	-2.9	6.2	-4.0	25.6	-5.5	7.5	4.9
- CC(C)[C@H](NC(=O)[C@H](CCCN=C(N)N)NC(=O)NC(Cc1ccccc1)C(=O)O)C(=O)NC(C=O)CCCN=C(N)N (some centres not stated)
 : 2.3	-18.1	-0.1	-0.6	9.3	-2.7	12.4	-0.7	4.0	4.7
- CCCCOC(=O)CSCC(=O)Nc1cc(C)on1
 : -2.7	0.5	0.1	-2.1	0.3	-0.4	20.0	1.2	7.5	-1.4
- O=C(CN(CCc1ccccc1)Cc1ccccc1)Oc1ccccc1P(=O)(O)O
 : -5.7	-10.1	0.4	1.3	5.1	0.3	1.6	0.6	8.2	3.9
- CCn1c(Cc2ccccc2)nnc1SCC(=O)Nc1ccc(C)cc1
 : 6.1	-27.3	0.4	0.1	-12.9	-2.8	8.8	2.3	2.0	4.2
- CC1(C)C2SCC(=O)N2CCN1CC(=O)NN (configuration not stated)
 : -0.6	?	6.1	0.2	2.7	-1.9	13.1	1.5	8.3	4.8
- COC(=O)c1c(NC(=O)CSc2ncnc3ccccc23)sc(C)c1C
 : -1.4	1.2	-2.8	1.9	7.1	-1.9	/	0.1	-5.2	6.3
- CC(=O)Nc1ccc(S(=O)(=O)N2CCC(c3nnc(-c4ccc(C)cc4)o3)CC2)cc1
 : /	-1.0	0.1	-0.3	-3.9	-1.3	21.2	-2.2	2.7	-1.4
- Oc1ccc(NC(=S)N=Nc2c(O)[nH]c3ccccc23)cc1
 : 4.9	-11.1	4.8	3.7	10.7	-1.1	22.5	-11.6	9.5	9.6
- CC(C)c1ccc(S(=O)(=O)N2CCCCC2)cc1
 : -9.9	4.9	0.5	-1.2	-1.9	-2.5	11.9	-3.9	-10.9	9.3
- CCC(=O)Nc1cccc(Br)c1
 : -8.1	/	-1.3	0.0	-2.9	-1.4	-8.6	0.4	3.8	-0.5
- Cc1cc(-c2ccccc2)nc(N/N=C/c2ccc([N+](=O)[O-])cc2)n1
 : 8.4	-10.3	1.1	2.2	15.0	-2.0	12.4	-1.4	4.2	27.4
- COc1cccc(NC(=O)Nc2ccncc2)c1
 : 11.7	-4.4	/	2.3	0.7	-0.8	39.8	-3.8	-8.1	-5.2
- Cc1ccc(-c2nn(Cc3ccccc3)cc2C(=O)N2CCN(c3ccccn3)CC2)cc1
 : -2.5	4.2	-0.1	-2.1	1.5	/	/	3.5	-19.8	-1.8
- Cn1c(SCC(=O)c2ccc3c(c2)NC(=O)CO3)nc2ccccc21
 : 12.3	-1.7	/	5.3	-3.4	-3.9	-7.7	-3.1	-1.0	4.7
- CCOC(=O)N/N=C/c1c(C)c(C(=O)c2ccc(F)cc2)n2ccccc12
 : -2.5	-1.5	-0.8	4.0	-1.5	-5.3	-28.4	-0.8	7.8	-7.6
- O=C(NCc1ccccc1)C1CCCN(S(=O)(=O)c2cccnc2)C1 (configuration not stated)
 : 12.5	-15.4	-1.7	0.8	1.2	-0.5	-5.8	-0.8	2.6	-4.9
- COc1ccc(N2C(=O)CS/C2=C\[N+](=O)[O-])cc1
 : 8.4	4.3	1.2	-0.4	-1.8	-0.3	10.4	-5.1	-2.7	12.6
- COc1ccc(CNC(=O)c2coc(=O)c3ccccc23)cc1
 : -0.6	-1.4	/	0.9	-3.2	-0.4	22.6	2.1	3.8	0.6
- CC(CCc1ccccc1)NC(=O)COc1ccc(S(=O)(=O)N2CCOCC2)cc1[N+](=O)[O-] (configuration not stated)
 : 1.0	1.6	1.7	1.8	-2.5	-3.7	2.6	-2.6	-1.7	-8.2
- Cc1ccc(/C=C/C(=O)NC(=S)Nc2ccc(S(=O)(=O)Nc3cc(C)on3)cc2)cc1
 : 24.4	12.7	-1.0	1.7	8.0	1.3	6.7	-1.4	-12.2	26.3
- Cn1cccc1CC(=O)N/N=C\c1cccs1
 : 7.8	21.1	2.8	-0.3	6.7	-4.2	10.5	-0.7	-18.0	6.9
- O=S(=O)(Nc1ccc2c(c1)OCO2)c1ccc(Cl)cc1F
 : 5.8	-16.4	-0.4	0.5	11.8	0.2	/	4.6	-4.0	2.1
- O=C(O)c1cc(-c2ccc(/C=N/N3C(=O)C4C5C=CC(C6CC56)C4C3=O)o2)ccc1Cl (configuration not stated)
 : 17.3	-0.1	/	2.0	4.7	-2.0	-3.4	2.4	-4.4	29.2
- COc1ccccc1N(CC(=O)NC1CCCCC1)C(=O)c1cnn(C(C)C)c1
 : 0.6	4.9	-1.5	2.4	8.8	-0.1	13.2	-0.3	-11.5	15.8

# Twelve entries from above in a different format.
molecule | CCHFV vOTU inh | BoNT F protease | BioA inh | UGM FP inh | MazEF act | FadD28 FP inh | VHR inh abs | Mtb FBA inh | Rv3671c protease | GDH-TPI inh
C=CCNC(=O)c1cccc(OC2CCN(CC(C)(C)C)CC2)c1 | 8.9 | ? | 2.3 | 1.1 | 6.1 | -0.6 | 13.9 | 3.6 | -1.0 | -3.0
C=CCc1cccc(/C=C/c2cc(=O)c3ccccc3[nH]2)c1O | -4.6 | -2.4 | / | -2.1 | -0.7 | 0.0 | -2.2 | 1.8 | -10.2 | 17.1
O=C1NCCN1C(=O)c1ccccc1F | -6.0 | -0.4 | -0.6 | 0.7 | 4.6 | -1.7 | 33.8 | -1.6 | -1.7 | 0.5
O=C(COC(=O)CCS(=O)(=O)c1ccccc1)Nc1ccccc1 | 2.0 | 1.9 | 1.0 | -1.0 | 5.5 | 0.0 | / | 1.5 | 3.4 | 7.3
C[C@H]1CN([C@@H](C)CO)C(=O)Cc2cc(NC(=O)Nc3ccccc3)ccc2O[C@H]1CN(C)Cc1ccccc1 | 8.4 | -9.0 | 29.9&0.8 | / | -2.8 | -3.1 | / | 0.2 | / | 10.9
CCN(CC(=O)Nc1ccc(C(C)=O)cc1)CC(=O)Nc1cccc(OC)c1 | -2.2 | -2.5 | / | -2.9 | 6.2 | -4.0 | 25.6 | -5.5 | 7.5 | 4.9
CC(C)[C@H](NC(=O)[C@H](CCCN=C(N)N)NC(=O)NC(Cc1ccccc1)C(=O)O)C(=O)NC(C=O)CCCN=C(N)N (some centres not stated) | 2.3 | -18.1 | -0.1 | -0.6 | 9.3 | -2.7 | 12.4 | -0.7 | 4.0 | 4.7
CCCCOC(=O)CSCC(=O)Nc1cc(C)on1 | -2.7 | 0.5 | 0.1 | -2.1 | 0.3 | -0.4 | 20.0 | 1.2 | 7.5 | -1.4
O=C(CN(CCc1ccccc1)Cc1ccccc1)Oc1ccccc1P(=O)(O)O | -5.7 | -10.1 | 0.4 | 1.3 | 5.1 | 0.3 | 1.6 | 0.6 | 8.2 | 3.9
CCn1c(Cc2ccccc2)nnc1SCC(=O)Nc1ccc(C)cc1 | 6.1 | -27.3 | 0.4 | 0.1 | -12.9 | -2.8 | 8.8 | 2.3 | 2.0 | 4.2
CC1(C)C2SCC(=O)N2CCN1CC(=O)NN (configuration not stated) | -0.6 | ? | 6.1 | 0.2 | 2.7 | -1.9 | 13.1 | 1.5 | 8.3 | 4.8
COC(=O)c1c(NC(=O)CSc2ncnc3ccccc23)sc(C)c1C | -1.4 | 1.2 | -2.8 | 1.9 | 7.1 | -1.9 | / | 0.1 | -5.2 | 6.3

# (cont.)
# Values run as follows: CCHFV vOTU inh	BoNT F protease	BioA inh	UGM FP inh	MazEF act	FadD28 FP inh	VHR inh abs	Mtb FBA inh	Rv3671c protease	GDH-TPI inh
- COCCN(Cc1cc2cc3c(cc2nc1Cl)OCO3)C(=O)Nc1ccccc1OC
 : -0.5	0.9	-4.6	1.7	8.7	1.2	14.0	4.4	-7.5	13.2
- CCc1cc2c(=O)c(-c3nc4ccccc4[nH]3)coc2c(CN2CCCCC2)c1O
 : -1.5	-12.4	/	-1.7	-2.1	-0.6	0.9	1.9	0.8	2.6
- CC(=O)c1ccc(OCc2c(-c3ccccc3)nnn2CC(=O)NS(=O)(=O)c2ccc(C)cc2)cc1
 : 6.5	2.6	3.0	/	/	-0.8	/	3.2	/	12.4
- C/C(N)=C(/C#N)C(=O)CSc1nnc(-c2ccccc2Br)o1
 : -2.3	-20.8	-0.3	-2.4	5.1	-3.7	31.3	-2.8	-3.8	3.4
- COc1ccccc1OCC(=O)N/N=C/c1c(O)ccc2ccccc12
 : 1.4	2.1	-1.1	2.4	/	-2.7	26.5	3.9	8.2	5.8
- Cc1ccc(C)c(-n2nnnc2SCC(=O)NCCC2=CCCCC2)c1
 : 9.4	-2.3	4.2	0.5	-3.4	0.3	-7.9	0.9	0.2	6.3
- C=CCNC(=O)c1cc(Cl)ccn1
 : 0.1	1.5	/	-1.8	3.3	-1.0	15.2	-0.7	-4.8	5.5
- CCCC/C(O)=C1\C(=O)CCCC1=NCCc1c(C)[nH]c2ccccc12
 : -0.3	-0.6	/	-1.2	2.9	-2.3	24.6	2.3	1.8	10.1
- CC1=Nc2cc(C(=O)O)ccc2Sc2ccc(C)cc21
 : -10.1	3.5	1.8	-2.7	-30.1	-1.3	1.7	5.6	-6.7	6.7
- Cc1c(C#N)c2ncn(Cc3ccccc3)c(=O)c2n1-c1ccccc1
 : -1.6	-27.3	0.0	2.0	2.4	-2.4	33.3	2.7	-7.8	10.1
- Cc1nn(C)cc1CNC(=O)c1ccc(Br)o1
 : -14.4	-1.3	/	4.1	-6.9	-3.3	21.9	-1.7	3.8	-9.3
- CC1(C(=O)NS(=O)(=O)c2ccccc2)CCN1C(=O)C1(c2ccc(Cl)cc2)CCC1 (configuration not stated)
 : -3.6	0.1	-0.2	/	/	1.1	/	1.2	/	6.6
- C/C(=N/NC(=O)c1cccc(C)c1)c1c(O)cc(C)oc1=O
 : -4.2	13.1	-0.5	0.8	-0.8	-1.4	26.7	3.0	-1.1	13.0
- COC(=O)c1scc(C)c1S(=O)(=O)Nc1ccc(C)cc1
 : -5.6	-1.1	/	-0.8	4.3	-2.3	31.6	-4.2	-10.1	-12.3
- O=S(=O)(O)c1cc(OS(=O)(=O)c2ccccc2)cc2ccccc12
 : 19.4	-26.9	-0.6	4.8	6.8	1.8	6.5	1.3	2.9	14.4
- O=C(NC1CCCC1)C1CCN(C(=O)c2cccc(Cl)c2)CC1
 : 9.8	11.7	2.4	1.6	2.7	-0.5	14.1	3.0	-1.1	1.5
- Cc1cc(S(=O)(=O)n2cnc3ccccc32)c(C)cc1Cl
 : 7.8	-18.3	-0.5	0.5	3.8	-0.4	33.2	3.1	-0.7	1.5

# Three compounds from above, ordered by length of the SMILES, highest first:
# Values run as follows: CCHFV vOTU inh	BoNT F protease	BioA inh	UGM FP inh	MazEF act	FadD28 FP inh	VHR inh abs	Mtb FBA inh	Rv3671c protease	GDH-TPI inh
- O=S(=O)(O)c1cc(OS(=O)(=O)c2ccccc2)cc2ccccc12
 : 19.4	-26.9	-0.6	4.8	6.8	1.8	6.5	1.3	2.9	14.4
- Cc1c(C#N)c2ncn(Cc3ccccc3)c(=O)c2n1-c1ccccc1
 : -1.6	-27.3	0.0	2.0	2.4	-2.4	33.3	2.7	-7.8	10.1
- Cc1ccc(C)c(-n2nnnc2SCC(=O)NCCC2=CCCCC2)c1
 : 9.4	-2.3	4.2	0.5	-3.4	0.3	-7.9	0.9	0.2	6.3
